# Assay outcomes as filed in PubChem BioAssay.
# S1P4 antagonist – human S1P4 receptor antagonism; O95977; S1P4-expressing cells, antagonist mode, reporter read-out; inhibition, % at 4.98 µM; actives 0.26% (n = 220,000); AID 1510; in the data active means inhibition above about 29%;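 further: 0% = wells stimulated with agonist and 100% = vehicle wells without agonist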
# p97 inhibitor – human p97 ATPase inhibition | P55072 | actives 0.42% (n = 220,000) | recombinant p97 ATPase, Kinase-Glo ATP luminescence, 3 h | inhibition, % at 8 µM; in the data active means inhibition above about 15%;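 further: 0% = DMSO vehicle and 100% = wells lacking enzyme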
# Target sequence (P55072 whole entry, looked up): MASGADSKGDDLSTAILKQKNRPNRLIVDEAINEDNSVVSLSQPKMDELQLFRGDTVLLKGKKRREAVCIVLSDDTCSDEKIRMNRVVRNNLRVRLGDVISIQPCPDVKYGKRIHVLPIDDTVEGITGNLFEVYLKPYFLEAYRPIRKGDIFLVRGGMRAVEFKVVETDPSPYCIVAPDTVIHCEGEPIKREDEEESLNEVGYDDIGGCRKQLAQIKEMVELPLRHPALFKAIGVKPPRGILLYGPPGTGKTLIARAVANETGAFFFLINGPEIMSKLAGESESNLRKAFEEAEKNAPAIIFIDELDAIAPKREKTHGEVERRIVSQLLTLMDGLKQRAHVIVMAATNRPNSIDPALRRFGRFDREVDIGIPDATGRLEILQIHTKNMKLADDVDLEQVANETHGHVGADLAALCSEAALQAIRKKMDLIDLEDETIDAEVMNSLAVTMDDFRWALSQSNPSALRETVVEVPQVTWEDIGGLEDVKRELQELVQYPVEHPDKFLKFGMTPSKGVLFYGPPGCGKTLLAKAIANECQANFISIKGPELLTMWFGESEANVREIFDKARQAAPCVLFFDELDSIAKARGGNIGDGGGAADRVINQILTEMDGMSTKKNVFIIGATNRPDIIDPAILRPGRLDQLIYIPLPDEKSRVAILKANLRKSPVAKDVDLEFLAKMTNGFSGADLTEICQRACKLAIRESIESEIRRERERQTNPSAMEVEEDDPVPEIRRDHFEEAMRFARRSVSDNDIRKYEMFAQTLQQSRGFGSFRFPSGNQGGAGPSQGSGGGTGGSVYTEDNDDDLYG
# NPY-Y2 PAM-ag – potentiators or agonists of human neuropeptide Y receptor Y2 | cells expressing NPY-Y2, potentiator/agonist read-out | activation, % at 3.6 µM | actives 0.45% (n = 220,000); in the data active means activation above about 27%;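 further: cells stimulated with NPY near EC25 plus isoproterenol at EC100; 0% = vehicle plus submaximal agonist and 100% = vehicle plus saturating agonist; some results beyond the cut were filed as inactive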
# EP2 antag – inhibitors of human EP2 prostaglandin E2 receptor; P43116; actives 0.52% (n = 260,000); inhibition, % at 25 µM; C6 glioma cells expressing human EP2, cAMP TR-FRET; cells stimulated with saturating PGE2;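 active means percent inhibition above 40 after rounding to a whole number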;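 further: rat C6 glioma host cells with rolipram phosphodiesterase inhibitor present; the protocol text gives 20 µM as final concentration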
# S1P4 agonist – activates the human S1P4 receptor | activation, % at 4.98 µM | actives 0.35% (n = 220,000) | S1P4-expressing cell line, agonist reporter assay | O95977; in the data active means activation above about 11%;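 further: 0% = DMSO vehicle and 100% = reference agonist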
# NPY Y1 blocker – NPY-Y1 (human) receptor antagonism. inhibition, % at 3.6 µM. P25929. HEK293-CNG Y1 cells, membrane potential fluorescence; NPY at EC95, then isoproterenol. actives 1% (n = 200,000). AID 1040;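 active means inhibition above the campaign mean inhibition of all tested compounds plus 3 SD, cut at about 20% in these data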;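 further: 0% = DMSO wells given NPY plus isoproterenol and 100% = isoproterenol alone without NPY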
#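 Assay system: HEK293 cells with Y1 receptor plus CNG channel | Probe or stimulus: NPY (25 nM), isoproterenol (1 µM), Ro 20-1724 (25 µM) | Timing: Compound incubation 1 h at room temperature, readout 45 min post-stimulation | Measured by: Membrane-potential fluorescent dye readout | Benchmarks: High control isoproterenol alone, low control NPY with isoproterenol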
# eIF4E 4G PPI – eIF4E/eIF4G interaction inhibition in translation initiation. P63073+Q04637. actives 0.37% (n = 220,000). TR-FRET eIF4E-eIF4GI(517-606) binding, 2 h. AID 782. inhibition, % at 21.7 µM;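 active means inhibition above about 30%, limit read from the data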;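 further: 0% = full FRET control wells and 100% = background wells lacking eIF4GI fragment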
# NPY-Y1 PAM-ag – potentiators or agonists of human neuropeptide Y receptor Y1; P25929; NPY-Y1 expressing cells, potentiator/agonist activation; activation, % at 3.6 µM; actives 0.37% (n = 220,000); AID 1304; in the data active means activation above about 33%, passing the limit was not always enough;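 further: cells stimulated with NPY at EC10 then isoproterenol at EC100; 0% = low agonist plus stimulus and 100% = saturating agonist plus stimulus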
# EP2 mod – modulators of human EP2 prostaglandin E2 receptor. P43116. induction, % at 25 µM. actives 0.83% (n = 260,000). EP2-expressing cells, cAMP HTRF FRET, PGE2 co-stimulation;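 active means compounds whose cAMP rise, as percent of the full-agonist control response, exceeds 60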;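 further: rat C6 glioma line stably carrying human EP2 under a CMV promoter; the protocol text gives 20 µM as final concentration; 100% = response of wells given 1 µM PGE2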
# An asterisk follows results filed as active; / = no result given; & = joins results of further samples; [ ] = another dose, or the depositor's remark.
SMILES,S1P4 antagonist,p97 inhibitor,NPY-Y2 PAM-ag,EP2 antag,S1P4 agonist,NPY Y1 blocker,eIF4E 4G PPI,NPY-Y1 PAM-ag,EP2 mod
CC(C)(C)n1nnnc1SCC(=O)Nc1nn(-c2ccccc2)nc1C(N)=O,-30,3,-10,6,6.7,2,-3,1,51
O=C(Nc1c(C(=O)N2CCCC2)cnn1-c1ccccc1)c1cccc(F)c1,-14,2,5,6,-0.5,-1,6,8,-24
CC1CCCN(Cc2nc3c(c(=O)n(C)c(=O)n3C)n2CC(=O)c2ccccc2)C1 (stereo not given),-8,4,6,6,0.6,4,-3,12,8
CN1CCN(c2ccccc2/C=N/NC(=O)c2cccnc2)CC1,22,-3,-3,10,0.0,/,-1,-15,-20
COc1ccc(-c2nc3ccc([N+](=O)[O-])cc3o2)cc1,-19,-2,-8,4,0.2,4,-19,21,9
CC1CCN(C(=S)NC(=O)C2CCCCC2)CC1,7,3,5,10,-1.7,0,5,5,4
CCOC(=O)CSc1nc(N)cc(=O)[nH]1,-22,3,2,11,-1.6,-1,-4,7,20
O=C(NCCc1ccc2c(c1)OCCO2)c1ccc([N+](=O)[O-])cc1Cl,-9,-6,-9,5,-0.3,6,-1,-24,-70
COc1ccc(O)c(C(=O)c2cnc3onc(C(C)C)c3c2)c1,-5,4,-7,8,0.0,0,0,0,14
Cc1ccc(CNC(=O)Cc2ccc(-c3ccccc3)cc2)cc1,-33,5,-2,5,-1.0,-5,2,9,2
COc1ccc(-c2nc3c(-c4ccc(F)cc4)cnn3cc2C)cc1F,-9,1,-12,5,3.2,-1,0,16,-16
CC(=O)OC1c2ccccc2C(=O)N1Cc1ccccc1Cl (stereo not given),1,2,5,10,2.7,-3,-2,-17,9
COC(=O)CCCNc1ncccc1[N+](=O)[O-],-16,7,7,7,48*,7,-5,21,10
Cc1nc(SCC(N)=O)c([N+](=O)[O-])[nH]1,-2,3,6,7,0.8,2,-3,-6,32
CC(O)CNCCNCc1cccs1 (stereo not given),3,2,9,8,1.2,-1,2,25,-13
Cc1ccc(S(=O)(=O)N(CC(=O)N2CCN(c3ccc(F)cc3)CC2)C2CCCCC2)cc1,-1,-3,-14,3,-0.7,-1,-5,-32,11
Cc1nc2ncnn2c(C)c1CCC(=O)Nc1ccc(S(=O)(=O)N2CCCCCC2)cc1,-13,0,7,4,1.1,-2,6,5,-5
O=C(CSc1nnc(CNC(=O)c2c(F)cccc2Cl)o1)NCc1ccc2c(c1)OCO2,5,-5,-1,12,-1.5,1,-5,1,26
Cc1cc(C)c(C(=O)CN2C(=O)NC3(CCCCC3)C2=O)cc1C,5,2,7,13,-1.2,-2,0,4,-73
COC(=O)c1ccc(N2CCN(S(=O)(=O)c3ccccc3)CC2)c([N+](=O)[O-])c1,-15,0,-12,7,0.1,-2,2,-4,-9
O=C(c1cccnc1)N1CCN(c2ccc(Cl)cc2)CC1,-3,6,-1,3,1.9,0,2[fluorescence artefact?],14,10
CCOC(=O)c1c(C)oc2ccc(OC(=O)c3cccs3)cc12,14,2,-4,5,0.5,3,0,-14,42
C=CCn1c(SCc2ccc(Cl)cc2)nc2c1c(=O)[nH]c(=O)n2C,5,1,-11,5&4,-1.9,12,4,-27,50&54
COc1ccc(C2=NOC(C(=O)Nc3c(C)n(C)n(-c4ccccc4)c3=O)C2)cc1OC (stereo not given),-19,3,4,7,1.3,-1,-3,4,15
O=c1c2cc(-c3ccccc3)sc2ncn1-n1cccc1,5,-4,-4,9,1.2,2,0,-1,23
CC(=O)n1cc([C@H]2C=C(C(=O)NCc3ccccc3)O[C@@H](OCc3ccc(CO)cc3)C2)c2ccccc21,21,1,-4,7,-3.0,-2,-2,-19,-15
O=C(Nc1ccc(C(F)(F)F)cc1)c1cc(-c2cccnc2)nc2ccc(Br)cc12,-2,9,-29,7,0.1,17,-30,-36,8
CC1=C(C(=O)OCc2ccccc2)C(c2ccc(N3CCOCC3)cc2)NC(=O)N1 (stereo not given),-6,-8,-4,13,0.5,0,0[fluorescence artefact?],5,-19
Cc1cc(C(=O)CSc2nnc(Nc3ccccc3F)s2)c(C)n1CC1CCCO1 (stereo not given),-4,4,-1,10,0.3,8,-11,7,-21
CCOC(=O)N1CCC(NC(=O)CCc2cn(C)c3ccccc23)CC1,1,0,-2,3,-0.5,-3,-2,7,-19

# The closing 4 records of the section above are carried over, then new ones follow:
SMILES,S1P4 antagonist,p97 inhibitor,NPY-Y2 PAM-ag,EP2 antag,S1P4 agonist,NPY Y1 blocker,eIF4E 4G PPI,NPY-Y1 PAM-ag,EP2 mod
O=C(Nc1ccc(C(F)(F)F)cc1)c1cc(-c2cccnc2)nc2ccc(Br)cc12,-2,9,-29,7,0.1,17,-30,-36,8
CC1=C(C(=O)OCc2ccccc2)C(c2ccc(N3CCOCC3)cc2)NC(=O)N1 (stereo not given),-6,-8,-4,13,0.5,0,0[fluorescence artefact?],5,-19
Cc1cc(C(=O)CSc2nnc(Nc3ccccc3F)s2)c(C)n1CC1CCCO1 (stereo not given),-4,4,-1,10,0.3,8,-11,7,-21
CCOC(=O)N1CCC(NC(=O)CCc2cn(C)c3ccccc23)CC1,1,0,-2,3,-0.5,-3,-2,7,-19
CN(C)c1ccc(CNn2cnnc2SCc2ccccc2F)cc1,-34,-11,-16,10,-1.7,-1,-3[fluorescence artefact?],8,-36
O=C(CC1SC(=O)N(Cc2cccc3ccccc23)C1=O)Nc1nccs1 (stereo not given),-7,4,-3,14,1.9,2,-9,12,-22
COc1ccc(OCC(=O)Nc2ccccc2OC(F)F)cc1,-4,-1,-14,9,-5.3,1,-8,-21,-7
COc1ccc2c(c1)OC(O)(C(F)(F)C(F)F)CC2=O (stereo not given),3,6,3,14,0.6,-6,12,23,-7
COc1ccc(C(=O)N2CCC(c3ccccc3)CC2)c(OC)c1OC,-7,-2,-2,6,-0.4,-2,-1,-5,-7
CCN(CC)c1ccc(C2CC(=O)NC3=C2C(=O)CC(C)(C)C3)cc1 (stereo not given),-11,-4,-4,5,0.6,-5,1,12,1
Cc1cc2ncn(S(=O)(=O)N(C)C)c2cc1C,-4,-2,-20,6,0.4,3,-10,-3,6
CC/C(O)=C1\C(=O)CC(C)(C)CC1=Nc1ccccc1C,-18,-3,-1,17,1.1,0,2[fluorescence artefact?],2,46
Nc1ccc(-n2nnnc2CN2CCOCC2)cc1,-14,2,12,5,1.8,5,1[fluorescence artefact?],6,3
COC(=O)CS(=O)(=O)c1cccc2cccnc12,-12,0,6,11,-1.6,0,2,-10,30
CCOc1ccc(NC(=S)N(CC)Cc2ccccc2)cc1,-2,3,3,6,0.2,-3,-2,1,21
O=C(/C=C/Nc1ccc(F)cc1)c1ccc(Oc2ncccn2)cc1,-3,3,10,/,0.6,-1,-22,10,5
COc1ccc(NC(=O)c2ccccc2NS(=O)(=O)c2ccc(C)cc2)c([N+](=O)[O-])c1,-7,5,10,8,-1.0,2,3,26,11
O=c1[nH]c(-c2cccnc2)nc2sc(-c3ccccc3)cc12,-14,7,3,2,3.0,2,13,-17,-33
Cc1c(CN(C)C)c2c(n1Cc1ccccc1)C(=O)c1ccccc1-2,7,-2,13,22,0.5,-1,-1[fluorescence artefact?],14,2
O=C(NCC1CCCO1)C(c1cccs1)N(C(=O)Cn1nnc(-c2cccs2)n1)C1CCCC1 (stereo not given),-15,-7,-20,13,0.2,4,-9,-4,33
CCCCN1C(=O)NC(NC(C)=O)(C(F)(F)F)C1=O (stereo not given),-6,6,7,10,0.7,5,-1,4,33
O=C(CCCN1C(=O)/C(=C\c2cccs2)SC1=S)Nc1ccccn1,-3,0,7,9,0.2,6,0,-8,-50
O=C(O)c1ccccc1-n1c(-c2ccccc2)cc2c1CCCC2=O,-7,-2,-10,2,2.6,1,4,7,11
Cc1ccc2nc(N(CCCN(C)C)C(=O)c3sc4ccccc4c3Cl)sc2c1,-6,6,-17,5,3.2,14,-3[fluorescence artefact?],-42,-7
CC1=C(C)CC(C(=O)N2CCN(C/C=C/c3ccccc3)CC2)C(C(=O)O)C1 (stereo not given),-8,5,-3,8,-0.6,4,-1,5,27
CCN1CCN(CC(=O)c2ccc(OC)cc2)CC1,4,9,-6,5,0.1,-4,3,-3,-16
CC(=O)/C(=N\Nc1ccccc1)Sc1cccc2cccnc12,-23,-6,3,4,-1.1,2,5[fluorescence artefact?],11,-7
Cc1ccc(CCNC(=O)C2CCCN(C(=O)N(C)C)C2)cc1 (stereo not given),-8,-1,12,10,3.1,-1,-5,7,-9
COc1cc2c(cc1OC)CC(=O)N(C)CC2,-14,-3,10,9,-0.2,-1,0,-11,25
CN1CCN(C(=O)C2=C[C@@H](c3ccccc3)C[C@@H](OCCCCO)O2)CC1,3,-1,15,10,0.7,-1,-4,1,-14
CN(C)c1ccc(C(=O)NCc2ccc3c(c2)CCO3)cc1,-9,6,-66,19,2.5,/,6,-4,-69
O=C(CN(C1CCCCC1)S(=O)(=O)c1ccc(Cl)cc1)NCCCO,-4,-2,12,14,0.5,9,-2[fluorescence artefact?],2,10
COc1cccc(/C=N/Nc2nn3cnnc3c3ccccc23)c1O,-12,-4,-16,/,0.8,-1,-3,6,-30
COc1cccc(SCC2CSc3nc4ccccc4c(=O)n32)c1 (stereo not given),-8,2,0,5,-0.3,0,2,3,-24
CC1CCCCC1NCc1cccc([N+](=O)[O-])c1 (stereo not given),1,3,5,2,1.2,5,0,16,-19
Cc1cc(NS(=O)(=O)c2ccc(NC(=O)c3ccoc3C)cc2)nc(C)n1,0,3,-12,7,0.7,-3,3,-2,18
Cc1ccc(OCCSc2nc3ncnc(N)c3[nH]2)cc1,-14,-4,-23,0,1.1,1,2,-25,-8
CN(C)C(=O)c1ccc(NC(=O)COc2ccc([N+](=O)[O-])cc2)cc1,-24,4,15,2,2.2,4,6,3,-4
CN(C)S(=O)(=O)c1cccc(C(=O)Nc2ccccc2)c1,8,4,5,10,0.9,6,0,-2,-62
COC(=O)CCSc1cc([N+](=O)[O-])cc2c1c(C1OCCO1)nn2-c1ccccc1,-4,-3,2,5,1.8,-1,12,2,16
COC(=O)c1ccc(C(=O)OC)c(NC(=O)CN2CCC(C)CC2)c1,-23,-2,-11,5,1.0,13,3,12,27
Cc1onc(-c2c(F)cccc2Cl)c1C(=O)NC(=S)NC1CCSC1=O (stereo not given),0,-4,-8,3,0.6,-4,5,1,4
C=CCNc1nc(Cl)nc(Nc2ccc([N+](=O)[O-])cc2)n1,2,1,-12,4,0.0,1,2,-11,-16
CN(C)S(=O)(=O)c1ccc(N2CCCC2)c(C(=O)NCC2CCCCC2)c1,-9,-1,13,0,0.7,3,2,11,-34
S=C(Nc1ccc2c(c1)OCO2)N1CCCC1,-4,4,10,4,0.3,-2,1,-5,-4
Cc1cc(Nc2ccc(F)cc2Cl)n2ncnc2n1,-3,-3,10,7,-0.1,0,0,3,-4
COC(=O)[C@@]1(Cc2ccc(F)cc2)[C@H]2c3cc(C(=O)N4CCCC4)n(CCc4c[nH]c5ccc(OC)cc45)c3C[C@H]2CN1C(=O)c1ccccc1,15,7,3,/,0.6,0,-3,-15,-29
COc1cccc(NC(=O)NC2CCN(Cc3nnnn3Cc3ccc(F)cc3)CC2)c1,-11,1,0,6&5,0.5,-2,-5,12,6&-54
S=C1N(c2ccccc2)C(c2ccc(Br)cc2)N2CCCN12 (stereo not given),-6,-13,-4,11,0.2,/,2,0,-20

# An excerpt; rates above refer to the full screens.
